Bioassay records deposited in PubChem BioAssay by several laboratories.
CHOP inh: CHOP inhibition in unfolded protein response | inhibition, % at 10 µM | 220,000 tested, 3.8% active | AID 2732 | CHO-K1 CHOP-promoter luciferase, tunicamycin-induced, 15-18 h;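 active means compounds that reduced the stress-induced luciferase reporter signal by more than about 70% of percent inhibition, limit read from the data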;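 further: 0% = tunicamycin plus vehicle and 100% = wells without tunicamycin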
BaF3 parental: reduces parental Ba/F3 cell viability, JAK2V617F counter-screen; CellTiter-Glo ATP luminescence; 220,000 tested, 1.1% active; AID 1486; inhibition, % at 5.6 µM;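 active means inhibition above a per-campaign cutoff, the mean inhibition of all tested compounds plus 3 SD, cut at about 27% in these data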;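 further: 0% = DMSO wells and 100% = JAK Inhibitor I control wells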
TNF necrop inh: inhibitors of TNF-alpha induced necroptosis in Jurkat FADD-/- cells; Jurkat FADD-/- TNF necroptosis rescue, ATP luminescence, 24 h; 0 = TNF only, 100 = no-TNF cells; AID 463075; activation (protection from cell death), % at 10 µM; 220,000 tested, 0.068% active;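 active means activation, meaning protection from cell death, of at least 50% relative to plate controls; inactive means activation below 50%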;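 further: necroptosis triggered by 40 ng/mL TNF-alpha added together with compound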
RBBP9 inhibitor: blocks human serine hydrolase RBBP9 | O75884 | inhibition, % at 7.94 µM | 220,000 tested, 0.2% active | recombinant RBBP9, FP-Rh probe fluorescence polarization;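 active means inhibition above the campaign mean of all tested compounds plus 3 SD, cut at about 14% in these data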;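 further: plate controls were DMSO wells with RBBP9 for no effect and wells lacking RBBP9 protein for full effect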
Target sequence (O75884 whole entry, looked up): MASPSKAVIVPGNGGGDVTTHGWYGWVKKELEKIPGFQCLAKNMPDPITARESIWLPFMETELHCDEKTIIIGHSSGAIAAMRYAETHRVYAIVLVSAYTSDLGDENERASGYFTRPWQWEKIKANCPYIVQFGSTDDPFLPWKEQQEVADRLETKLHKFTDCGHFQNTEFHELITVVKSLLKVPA
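Measured by: FP readout at 525/598 nm; material: recombinant human RBBP9; also added: Serine-hydrolase probe FP-Rh, 375 nM pre-mixing; medium: Tris buffer pH 8.0, NaCl, Pluronic; replication: one well per compound; doses: one concentration, 7.94 µM nominal, 0.794% DMSO; timing: preincubation 30 min plus labeling 45 min at 25 °C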
Ba/F3 V617F tox: lowers viability of Ba/F3 cells expressing EpoR and JAK2V617F | 220,000 tested, 1.1% active | ATP luminescence | inhibition, % at 5.6 µM;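 active means inhibition above the campaign mean plus 3 SD over all tested compounds, cut at about 24% in these data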;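 further: cytokine-independent growth of Ba/F3 cells driven by EpoR plus mutant JAK2; 0% = DMSO-treated cells and 100% = JAK inhibitor I control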
Wee1 degr inh: inhibitors of human Wee1 degradation. P30291. HeLa Luc-Wee1K328M stability, luciferase luminescence; 100% = proteasome inhibitor MG132 effect. reporter increase, % at 5 µM. 220,000 tested, 1.2% active;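 active means activation above the mean of all tested compounds plus 3 SD, set per screening run, cut at about 8.8% in these data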;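 further: cells exposed to compound for 20 h before luminescence read; 0% = DMSO alone and 100% = MG132 at 30 µM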
TRPML3 agonist: human mucolipin-3 channel agonism; Q8TDD5; HEK293 TRPML3-YFP, Fluo-8 calcium fluorescence; 100% = the carbachol control signal; activation, % at 3 µM; 220,000 tested, 0.29% active; AID 1448;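 active means activation above its plate's cutoff, the mean activation of the plate's test wells plus 3 SD, cut at about 12% in these data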;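 further: 0% = DMSO only wells and 100% = carbachol wells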
Target sequence (Q8TDD5 whole entry, looked up): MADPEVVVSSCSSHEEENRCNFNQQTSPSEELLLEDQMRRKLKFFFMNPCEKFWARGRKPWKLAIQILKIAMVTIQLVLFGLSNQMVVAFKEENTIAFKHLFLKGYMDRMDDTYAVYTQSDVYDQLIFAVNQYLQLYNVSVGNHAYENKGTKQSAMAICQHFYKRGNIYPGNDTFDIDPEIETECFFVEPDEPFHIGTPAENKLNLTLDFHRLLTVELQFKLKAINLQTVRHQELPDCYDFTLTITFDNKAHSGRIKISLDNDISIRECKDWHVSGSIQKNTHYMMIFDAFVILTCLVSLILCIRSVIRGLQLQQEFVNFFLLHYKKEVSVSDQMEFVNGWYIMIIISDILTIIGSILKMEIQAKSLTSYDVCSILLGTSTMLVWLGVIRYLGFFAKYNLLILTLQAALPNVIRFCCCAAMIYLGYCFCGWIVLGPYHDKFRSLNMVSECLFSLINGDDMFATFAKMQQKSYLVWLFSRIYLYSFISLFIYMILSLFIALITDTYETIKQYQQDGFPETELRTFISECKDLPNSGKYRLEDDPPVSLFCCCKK
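Material: HEK293 cells stably carrying human TRPML3-YFP; compound dosing: single dose, 3 µM final nominal compound, 0.3% DMSO final; incubation: 1-h 37 °C dye load, 5-s basal, 120-s post-compound reads; technique: Fluo-8 intracellular calcium fluorescence, excitation 470-495 nm, emission 515-575 nm; read-out basis: percent activation from peak-to-basal fluorescence ratio, scaled between DMSO and carbachol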
PPC-1+TRAIL kill: kills PPC-1 cancer cells in the presence of TRAIL; PPC-1 cells + TRAIL, ATPLite viability luminescence; cell killing (% activity), % at 4 µM; AID 1443; 220,000 tested, 0.41% active;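 active means cell killing above 50% in the first pass at 4 µM, then a duplicate retest at 5 µM averaging 50% or more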;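 further: plate controls were cells with TRAIL plus DMSO for no effect and medium-only wells lacking cells for full effect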
TRPN1 ag: activates the zebrafish TRPN1 channel; HEK293 zebrafish TRPN1-YFP, Fluo-8 calcium fluorescence; 100% = response to 87 µM carbachol; activation, % at 3 µM; 220,000 tested, 0.18% active; AID 1424;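 active means activation above its plate's cutoff, the mean activation of test wells on that plate plus 3 SD, cut at about 19% in these data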;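 further: 0% = DMSO alone and 100% = 87 µM carbachol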
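Material: zebrafish TRPN1-YFP in HEK293 cells. Doses: one dose of 3 µM, 0.3% DMSO. Incubation: dye 1 h 37 °C plus 30 min RT. Measured by: intracellular calcium fluorescence with Fluo-8.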
The depositor's hits bear a star; [ ] = remark or other dose.

SMILES	CHOP inh	BaF3 parental	TNF necrop inh	RBBP9 inhibitor	Ba/F3 V617F tox	Wee1 degr inh	TRPML3 agonist	PPC-1+TRAIL kill	TRPN1 ag
CCC(COC)NCc1cn(-c2ccc(OC)cc2)nc1-c1cccc(F)c1 (centres undefined)	46	4	2.4	-5	-1	2	0.1	-5	0.2
COc1ccc(Nc2nc(NN)nc(C)c2[N+](=O)[O-])cc1	14	9	1.9	8	3	2	-1.4	26	-1.6
O=C(c1ccccc1F)N(Cc1cccnc1)Cc1cc2cc3c(cc2[nH]c1=O)OCCO3	18	5	-0.2	-3	1	-3	0.6	27	-0.3
CCOC(=O)c1c(NC(=O)N/N=C/c2ccc(O)c(OC)c2)sc(C(C)=O)c1C	-10	3	-13	2	-3	0	0.0	26	0.8
CCCCOc1ccc(NC(=O)C(=O)NCCC2=CCCCC2)cc1	29	1	2.0	3	-1	1	1.7	21	0.5
O=S(=O)(c1ccc(-c2csc(Nc3ccc(Br)cc3)n2)cc1)N1CCCC1	40	10	0.5	-5	-1	0	0.6	10	0.2
Cc1ccc2cc(C)c(SCC(=O)NCc3ccco3)nc2c1	41	2	0.8	-1	-3	-3	-0.8	6	-2.1
CCc1ccc(NC(=O)CSc2nc(CSc3ccc(C)cc3)cc(=O)[nH]2)cc1	-12	0	-0.5	-6	3	6	-0.2	-1	-0.7
O=C(Nc1cccc(C(F)(F)F)c1)c1ccc(N2CCNCC2)c([N+](=O)[O-])c1	-13	9	5.5	-4	4	1	-0.9	29	-1.8
Cc1cccc(C)c1N(CC(O)Cn1c2ccccc2c2ccccc21)S(C)(=O)=O (centres undefined)	43	2	-0.9	2	-4	-4	0.4	18	0.7
CN(C)CCOC(c1ccc(Cl)cc1)c1ccccn1 (centres undefined)	14	7	2.7	-2	1	0	1.3	0	-1.0
COc1ccc(N(CC(=O)Nc2ccc(C)c(C)c2)S(=O)(=O)c2c(C)n[nH]c2C)cc1	20	7	-2.5	-1	4	0	-0.1	10	3.6
Cc1ccc(-c2nc(CS(=O)CC(=O)N3CCN(c4ncccn4)CC3)c(C)o2)cc1 (centres undefined)	45	1	-3.8	-7	-3	4	-0.8	4	-1.5
COc1cccc(N2CC(O)Cn3c2nc2c3c(=O)n(CCCc3ccccc3)c(=O)n2C)c1 (centres undefined)	50	8	-4.6	-3	0	1	1.1	-5	2.6
Cc1ccc(-c2ccc(C(=O)NCc3ccccc3)o2)c2ccccc12	19	3	2.3	-12	-4	1	-0.6	0	-0.1
COc1ccc(-n2c(-c3ccco3)n[nH]c2=S)cc1	1	4	-0.1	-3	2	-1	0.5	-2	0.5
C[C@H](NC(=O)Cc1cccc2ccccc12)C(=O)N1CCCN(C)CC1	0	2	0.0	-10	2	1	0.9	10	0.5
COc1ccc2no[n+]([O-])c2c1	8	0	2.1	10	-1	2	-0.5	1	0.3
CCN1C(=O)N(c2ccc(Cl)cc2)C(C)=CC1(C)C	11	1	2.3	-3	-2	-1	-0.6	6	-2.5
CC(C)[C@@H]1NC(=O)c2cc([N+](=O)[O-])cc(F)c2NCCC[C@@H](C(N)=O)NC(=O)[C@H](CO)NC1=O	0	9	0.2	-6	6	-2	0.5	22	0.8
C=CCc1cccc(CNc2nc3ccccc3n2CCC)c1O	24	8	-0.5	-2	5	-2	-0.3	46	-1.2
Cc1[nH]c2ccccc2c1C1C(c2ccccc2)=NN=C(C(C)C)N1O (centres undefined)	72*	3	-0.8	-8	2	-1	-0.6	-2	-0.5
COc1ccc(N2C(S)=C(C#N)C(=O)NC23CCCCC3)cc1	-6	2	-0.1	-9	0	-2	0.5	-20	-0.8
CC(C)n1nc(C(=O)OCn2nnc3ccccc3c2=O)c2ccccc2c1=O	-13	-1	0.4	1	-3	-2	0.1	23	-1.8
CCCCNC(=O)c1ccc2c(c1)N(CC)C(=O)c1ccccc1S2(=O)=O	14	6	4.5	-6	-5	4	-0.2	-30	-0.6
SMILES	CHOP inh	BaF3 parental	TNF necrop inh	RBBP9 inhibitor	Ba/F3 V617F tox	Wee1 degr inh	TRPML3 agonist	PPC-1+TRAIL kill	TRPN1 ag
CC(C)(C)OC(=O)C(Cc1ccc(OC(C)(C)C)cc1)NC(=O)CNC(=O)CNC(=O)OCc1ccccc1 (centres undefined)	-1	7	0.3	9	1	0	0.4	-19	0.0
O=C(NCc1cccnc1)/C(=N\O)c1ccccc1	-21	4	-0.4	1	3	-1	0.1	5	0.2
COc1ccc(C(C)(C)C)cc1NC(=O)COC(=O)c1cc(SC)ccc1Cl	70	6	1.2	-7	0	6	0.8	15	1.0
CCOc1cc(C(=O)Nc2ccc(NC(C)=O)cc2)ccc1OCC(=O)N1CCCCC1	0	12	1.6	0	6	2	-0.2	10	1.4
COc1ccc(N2C(=O)CS/C2=C\[N+](=O)[O-])cc1	-13	2	-3.5	-4	4	1	0.5	-1	0.8
CN1CCN(C(=O)c2ccc(C(C)(C)C)cc2)CC1	30	1	2.3	-2	-3	-1	0.9	-12	0.6
O=C(/C=C/c1ccc2c(c1)OCCCO2)c1ccc2ccccc2c1O	22	5	1.3	-3	0	-2	0.9	11	1.2
CCCCCc1c(C)nc(N2CCc3ccccc32)[nH]c1=O	73*	6	-1.0	-3	2	-4	0.5	-1	1.9
Cc1cccc(C(=O)NNC(=O)CCC(=O)Nc2cccc(Cl)c2C)c1	-1	8	1.1	-1	-1	6	-0.2	-12	0.1
COc1cc2c(cc1OC)C(C(=O)N(C)Cc1ccccc1)C(c1cccnc1)N(C)C2=O (centres undefined)	-1	0	-0.2	-10	1	-1	-0.2	8	0.8
CC(=O)OCCN(Cc1ccccc1)Cc1ccc2c(c1)OCO2	70*	2	-11	-9	-1	0	-0.4	11	-1.7
CC(=O)CCc1c(C)[nH]c2ccccc2c1=O	2	1	-1.2	-11	-2	-2	0.5	16	3.4
COc1ccccc1NC(=O)C1CCN(c2ncccn2)CC1	17	0	0.8	2	-4	-2	0.1	2	0.8
Cc1cccc(C(=O)NCc2nnc3c4ccccc4c(-c4ccccc4)nn23)c1	14	-1	0.6	10	-5	-2	-0.5	26	0.6
CCCc1c(C(=O)OCC)sc(N)c1C#N	24	1	-0.4	-4	-1	-4	-0.7	32	-1.4
C=CCn1c(NCCO)nc2c1c(=O)n(C)c(=O)n2C	12	1	-0.9	-4	0	-1	0.5	7	0.8
Cc1ccc(-c2csc(NC(=O)CSc3nnc4c(n3)[nH]c3ccccc34)n2)cc1	101*	1	-6.5	-7	2	-1	0.3	-8	-1.7
CC(C)(C)c1ccc(NNC(=O)C2CCC2)cc1	1	-1	1.0	-5	0	0	0.4	2	-0.5
CC(=O)Nc1ccc(S(=O)(=O)N2CCCCC2c2cccnc2)cc1 (centres undefined)	15	9	1.4	-2	-3	-2	0.6	-4	0.8
Fc1ccc(-c2cc(-c3nnc4n3CCCCC4)c3ccccc3n2)cc1	1	5	2.1	-7	1	4	0.7	16	0.0
CCN1C(=O)/C(=C/c2cccs2)S/C1=N\S(=O)(=O)c1ccc(C)cc1	8	5	3.3	-1	2	-1	0.7	24	1.6
Cc1ccc(NS(=O)(=O)c2ccc(N3CCN(c4ccc(O)cc4)CC3)c([N+](=O)[O-])c2)c(C)c1	73*	9	2.2	-10	6	0	0.6	15	1.3
Cc1cc(NC(=O)CCC(=O)N(c2cccnc2)C(C(=O)NC2CCCC2)c2ccccc2F)no1 (centres undefined)	7	2	0.1	-2	0	1	-0.6	0	-1.4
O=C(Cc1ccc(Br)cc1)N1CCN(c2ccc(F)cc2)CC1	23	4	1.3	-4	-2	0	0.1	8	-1.1
CCc1nc(N=C(N)N)nc2ccccc12	37	17	5.2	0	28*	0	0.9	0	1.3

Molecules above that have a thiophene ring, fused or not, in the order listed:
SMILES	CHOP inh	BaF3 parental	TNF necrop inh	RBBP9 inhibitor	Ba/F3 V617F tox	Wee1 degr inh	TRPML3 agonist	PPC-1+TRAIL kill	TRPN1 ag
CCOC(=O)c1c(NC(=O)N/N=C/c2ccc(O)c(OC)c2)sc(C(C)=O)c1C	-10	3	-13	2	-3	0	0.0	26	0.8
CCCc1c(C(=O)OCC)sc(N)c1C#N	24	1	-0.4	-4	-1	-4	-0.7	32	-1.4
CCN1C(=O)/C(=C/c2cccs2)S/C1=N\S(=O)(=O)c1ccc(C)cc1	8	5	3.3	-1	2	-1	0.7	24	1.6

(more compounds)
SMILES	CHOP inh	BaF3 parental	TNF necrop inh	RBBP9 inhibitor	Ba/F3 V617F tox	Wee1 degr inh	TRPML3 agonist	PPC-1+TRAIL kill	TRPN1 ag
CC(C)CC(NC(N)=O)C(=O)NCc1ccccc1Cl (centres undefined)	3	1	2.2	-1	0	-2	0.4	11	-0.4
COc1cccc(CN2CCNC(=O)C2CC(=O)NCc2cn3ccccc3n2)c1OC (centres undefined)	8	-3	0.9	-1	-1	0	0.5	-4	0.1
CC(=O)Nc1nnc(SCC(=O)NC(C)(C)C)s1	5	7	-0.3	5	-3	2	0.5	8	1.9
O=C(c1ccc(Sc2ccc(F)cc2)c([N+](=O)[O-])c1)N1CCOCC1	-4	6	0.6	-6	0	-2	-0.4	12	0.8
COc1ccccc1NCC(=O)NNCC(=O)Nc1ccc(F)c(Cl)c1	20	4	1.6	-2	-2	1	-0.9	8	-2.4
CCOC(=O)CNC(=O)CSc1nnc(C)c(=O)[nH]1	23	1	1.1	1	-2	5	0.9	12	-0.8
Nc1ccc2c(c1)nc(Cc1ccccc1)n2CCO	11	2	1.6	-1	-4	-1	0.5	4	-0.9
CCOC(=O)C1CCN(C(=O)Nc2ccc3nc(-c4ccco4)c(-c4ccco4)nc3c2)CC1	-28	1	-8.2	1	-1	0	0.1	18	0.2
CC(C(=O)NC(=O)NCc1ccccc1)N1C(=O)c2ccccc2C1=O (centres undefined)	-7	1	1.7	1	-4	1	0.8	18	-1.2
Cc1ccc(C(=O)CN2C(=O)c3ccccc3S2(=O)=O)cc1	87*	-1	1.7	1	-4	-4	0.8	45[5 µM]	0.4
Cc1ccsc1C(=O)NNC(=O)C1C2C=CC(C2)C1C(=O)O (centres undefined)	11	0	1.3	-6	-2	10*	1.3	20	0.0
COc1ccc(COC(=O)NC2CCN(S(=O)(=O)c3ccc(OC)cc3)CC2)cc1	45	5	1.5	-7	-1	3	-0.2	3	1.3
COc1cccc(OC)c1C(=O)NC(=S)Nc1cc(-c2nc3ccccc3[nH]2)ccc1Cl	5	6	2.1	-54	2	2	1.2	-1	2.6
O=C(NCc1cccs1)c1cccc(S(=O)(=O)N2CCCCC2)c1	3	4	0.9	-5	-2	0	0.4	29	0.1
O=C(Cn1nnc2ccccc21)Nc1ccc([N+](=O)[O-])cc1	4	-7	2.8	-4	-3	-1	0.8	13	3.2
CC(=O)c1ccccc1NCC(=O)Nc1ccc(C)cc1	-12	3	1.8	-5	1	-2	-0.2	10	0.4

Compounds were not picked by outcome; any-hit rate near 6.8%.
